All columns: NCI-60 one-dose screen, growth in % after 48 h at 10 µM unless noted; 100 = growth as untreated, 0 = no growth, -100 = all killed.
HOP-62: HOP-62 NSCLC; 80,000 tested, 3.9% active
EKVX: EKVX NSCLC; 71,000 tested, 3% active; AID 1794765
M14: M14 melanoma; 80,000 tested, 6.2% active
HOP-92: HOP-92 NSCLC cells | 71,000 tested, 6.3% active | AID 1794738
RPMI-8226: RPMI-8226 leukemia cells; 77,000 tested, 7.5% active; AID 1794781
A549/ATCC: A549/ATCC NSCLC; 81,000 tested, 3.7% active; AID 1794740
MOLT-4: MOLT-4 leukemia cells | 80,000 tested, 6.9% active
CCRF-CEM: CCRF-CEM leukemia. 77,000 tested, 7% active
Active calls of the source: *; · = no result given; & = joins results of further samples; [ ] = another dose, or the depositor's remark. How the source made its calls: active means growth percent below 10; inactive means the rest. A portion of the library. The share of hits here may be higher or lower than overall.

SMILES | HOP-62 | EKVX | M14 | HOP-92 | RPMI-8226 | A549/ATCC | MOLT-4 | CCRF-CEM
O=[N+]([O-])c1cccc(NP(=O)(N2CC2)N2CC2)c1 | 98 | 133 | 103 | · | 105 | 103 | 97 | 101
C#Cc1cccc(NC(=O)C2CCCN(S(=O)(=O)F)C2)c1 (stereo not given) | 100[8.25 µM] | 94[8.25 µM] | 102[8.25 µM] | 102[8.25 µM] | 104[8.25 µM] | 97[8.25 µM] | 98[8.25 µM] | 108[8.25 µM]
CS(=N)(=O)CCC(N)C(=O)O (stereo not given) | 98 | 109 | 108 | 106 | 107 | 98 | 112 | ·
COc1cc(C2=NN(C(C)=O)C(c3sc(N(CCCl)CCCl)nc3Cl)C2)cc(OC)c1OC (stereo not given) | 84 | 90 | 105 | · | · | 84 | 90 | 107
CCO[C@H]1CC[C@@]2(C)[C@@H](CC[C@@H]3[C@@H]2CC[C@@]2(C)[C@H]3C[C@@H]3OB(O)O[C@@H]32)C1 | 103 | · | 106 | 88 | 81 | 94 | 100 | 76
C=CCCC1(CC)C(=O)NC(=S)NC1=O | · | 99 | 112 | 103 | 110 | 102 | 102 | 108
CSc1nc2ccc(Cl)cc2c(=O)n1-c1ccc(Cl)cc1 | 108 | 91 | 104 | 98 | 109 | 103 | 107 | 103
NC(=O)Cc1c(OC(=O)NCCCCN=C(N)N)cc(Br)c(O)c1Br | 104 | 106 | 108 | 127 | 106 | 119 | 105 | 102
CC(=C\C(=O)Oc1ccc2c3c1OC1C(O)CCC4(O)C(C2)N(CC2CCC2)CCC314)/C=C1\CCCc2ccccc21 (stereo not given) | 86 | 50 | -51* | 34 | 30 | 49 | 31 | ·
CCOCC1(CCc2ccccc2)C(=O)NC(=S)NC1=O | 104 | 116 | 105 | 101 | 104 | 98 | 92 | 100
CC1(C)CC[C@]2(C(=O)NCC(=O)OCc3cn(C4OC(OO)C(O)C(O)C4O)nn3)CC[C@]3(C)C(=CC[C@@H]4[C@@]5(C)CC[C@H](O)C(C)(C)[C@@H]5CC[C@]43C)[C@@H]2C1 (stereo not given in full) | 101 | 96 | 96 | 108 | 112 | 99 | 96 | 107
COc1ccc2c(c1)C1OCCNC1CC2 (stereo not given) | 100 | 107 | 103 | 85 | 107 | 102 | 105 | 104
NC(Cc1ccc(O)cc1)c1ccc(O)cc1 (stereo not given) | 105 | 105 | 95 | 96 | 101 | 82 | 103 | 97
O=C(O)COc1cc(Cl)c(Cl)cc1Cl | · | · | 103 | 82 | 99 | 99 | 99 | 117
NC(N)=NCCCOc1ccccc1 | 104&110 | 89&84 | 100&102 | 98&95 | 90&88 | 93&89 | 99&92 | 100&94
COP(=O)(CC(F)(F)C(F)(F)F)OC | 100 | 81 | -65* | -30* | 12 | 87 | 5.7* | 5.3*
Cc1ccc(S(=O)(=O)n2cc(C=C3C(=O)NC(=O)NC3=O)c3ccccc32)cc1 | 74 | 87 | 92 | · | 68 | 102 | 92 | 92
CC(=O)Nc1cccc([As](=O)(c2cccc(NC(C)=O)c2)c2cccc(NC(C)=O)c2)c1 | 91 | 96 | 100 | · | 79 | 99 | 101 | 83
CCOC(=S)S[C@H]1C[C@@H]2[C@H](CC[C@]3(C)C(=O)CC[C@@H]23)[C@@]2(C)CCC(=O)C=C12 | 112 | 102 | 102 | 117 | · | 107 | 110 | 107
CN(C(=O)CCl)c1ccccc1 | 117 | 105 | 103 | 108 | 114 | 106 | 104 | 108
Cc1cc(N(CCCl)CCCl)ccc1C=Nc1ccc2ccccc2c1 | 43 | · | 88 | · | 79 | 70 | 44 | 55
Clc1ccc2oc3ccc(Cl)cc3c2c1 | 100 | 92 | 99 | 90 | 112 | 105 | 115 | 105
C[C@]12C=CC(=O)C=C1CC[C@@H]1[C@@H]2C(=O)C[C@@]2(C)[C@H]1CC[C@]2(O)C(=O)COC(=O)N(CCCl)CCCl | 110 | · | 107 | · | 88 | 84 | 100 | 96
O=C(N/N=C/c1ccc([N+](=O)[O-])o1)c1cc([N+](=O)[O-])cc([N+](=O)[O-])c1O | · | 108 | 102 | 117 | 100 | 102 | 63 | 98
[N-]=[N+]=C1C(=O)NN=C1c1ccccc1 | 105 | 113 | 106 | 98 | 95 | 113 | 79 | 92

Additional compounds follow:
SMILES | HOP-62 | EKVX | M14 | HOP-92 | RPMI-8226 | A549/ATCC | MOLT-4 | CCRF-CEM
CNC(Cc1ccccc1)c1cccc(OC)c1OC (stereo not given) | 105 | 94 | 86 | 92 | 104 | 107 | 108 | 109
CC1=C2[C@H]3OC(=O)[C@@H](C)[C@@H]3CC[C@@]2(C)C=CC1=O | 111 | 121 | 120 | · | 91 | · | 104 | 95
CC(C)NC1C2CCC(CC2)C1(O)c1ccc(Cl)c(Cl)c1 (stereo not given) | 86 | 142 | 113 | · | 80 | 97 | 86 | 96
Cc1ccc(Cl)c2ccccc12 | 90 | 75 | 93 | 102 | 93 | 102 | 99 | ·
Nc1cccc(CCCCc2ccc(Cl)c(S(=O)(=O)F)c2)c1 | 105 | · | 108 | · | 104 | 106 | 69 | 95
S=C(SSC(=S)N(Cc1ccccc1)Cc1ccccc1)N(Cc1ccccc1)Cc1ccccc1 | 45 | 66 | 62 | 99 | 65 | 49 | 54 | 38
O=C1/C(=C/c2cn(Cc3cccc(C(F)(F)F)c3)c3ncccc23)N2CCC1CC2 | 79 | 61 | 88 | 54 | 66 | 82 | 50 | 78
CC(=O)Nc1ccc(C=C2C(=O)NC(=O)NC2=O)cc1 | 103 | 106 | 106 | 91 | 98 | 100 | 88 | 86
O=S(=O)(C(Cl)(Cl)Cl)C(Cl)(Cl)Cl | 109 | · | 104 | · | 103 | 101 | 99 | ·
COc1cc(/C=C/[N+](=O)[O-])cc(OC)c1 | 36 | 59 | -30* | 29 | -24* | 29 | 7.5* | -7.0*
CNP1(NC)=NP(NC)(NC)=NP(NC)(NC)=N1 | 95 | 101 | 101 | 99 | 93 | 70 | 59 | 80
CC(C)CCC1(CCCl)C(=O)NC(=O)NC1=O | 106 | · | 97 | 91 | 103 | 91 | 112 | 95
O=S(OO)c1cc(Cl)c(O)c(Cl)c1 (stereo not given) | 105 | · | 107 | 92 | 100 | 95 | 103 | 91
Cc1cc(Cl)ccc1OC(C)C(=O)O (stereo not given) | 97 | 108 | 113 | · | · | 101 | 75 | ·
CCC(C)[C@H]1O[C@]2(C=C[C@@H]1C)C[C@@H]1C[C@@H](C/C=C(\C)[C@@H](OC3C[C@H](OC)C(O[C@H]4C[C@H](OC)[C@@H](O)[C@H](C)O4)[C@H](C)O3)[C@@H](C)/C=C/C=C3\CO[C@@H]4[C@H](O)C(C)=C[C@@H](C(=O)O1)[C@]34O)O2 (stereo not given in full) | -6.0* | 15 | -47* | · | · | 6.2* | -27* | ·
CCCCCCOC(N)=O | 109 | · | 106 | · | 99 | · | 95 | ·
O=[N+]([O-])c1cccc([As]=[As]c2cccc([N+](=O)[O-])c2)c1 (stereo not given) | -95* | · | -94* | -99* | -39* | -75* | -37* | ·
Cc1c2ccncc2c(C)c2c1[nH]c1ccccc12 | · | -22* | -90* | · | · | -65* | -24* | ·
COc1ccc(/C=C(/c2cc(OC)c(OC)c(OC)c2)c2nn[nH]n2)cc1 | 100 | 93 | 93 | 83 | 107 | 93 | 102 | 116
CC(=O)C(c1c(O)c2ccccc2oc1=O)c1cc(=O)oc2cc(C)ccc12 (stereo not given) | 102 | 100 | 103 | 65 | 95 | 91 | 83 | 91
CC1=C[C@H]2O[C@@H]3C[C@H]4OC(=O)/C=C\C=C\[C@H]([C@@H](C)O)OCC/C(C)=C/C(=O)OC[C@@]2(CC1)[C@]4(C)[C@]31CO1 | -43* | -25* | -74* | -19* | -30* | -26* | -19* | -11*
N#CCC(=O)c1ccccc1 | 101 | 99 | 111 | 87 | 108 | · | 95 | 110
CN(C1CCCC1)C1CCCC1 | 102 | · | 110 | 87 | 99 | 95 | 112 | 99
Oc1c2c3c4c5c1N=CC=5CC[N+]=4C1(O)CCC3(CCN2)CC1 | 105 | 99 | 98 | 115 | 83 | 100 | 101 | 101
C[C@]12CC[C@H](OC3OC(O)C(O)C(O)C3O)C=C1CCC1C2CC[C@]2(C)[C@@H](c3ccc(=O)oc3)CC[C@]12O (stereo not given in full) | -98* | -87* | -81* | · | -20* | 102 | -39* | -34*

Reprinted at random: 2 compounds from above, in no set order.
SMILES | HOP-62 | EKVX | M14 | HOP-92 | RPMI-8226 | A549/ATCC | MOLT-4 | CCRF-CEM
O=S(OO)c1cc(Cl)c(O)c(Cl)c1 (stereo not given) | 105 | · | 107 | 92 | 100 | 95 | 103 | 91
Oc1c2c3c4c5c1N=CC=5CC[N+]=4C1(O)CCC3(CCN2)CC1 | 105 | 99 | 98 | 115 | 83 | 100 | 101 | 101

Further entries follow:
SMILES | HOP-62 | EKVX | M14 | HOP-92 | RPMI-8226 | A549/ATCC | MOLT-4 | CCRF-CEM
Cc1nc2ccccc2c(=O)n1-c1ccccc1F | 82 | 89 | 99 | 87 | 102 | 76 | 97 | 99
CC(C)C[C@H](NC(=O)CN1C(=O)CN=C(c2ccccc2)c2ccccc21)B(O)O | 95 | · | 106 | 108 | 100 | 100 | 92 | 82
[O-][n+]1ccccc1S | 58 | 73 | · | 97 | 5.9* | 30 | 32 | 8.6*
CC1(C)N=C(N)N=C(N)N1c1ccc(CCNS(=O)(=O)c2cccc(S(=O)(=O)F)c2)cc1 | 103 | · | 105 | 114 | 100 | 105 | 101 | 97
CC[C@H](C)[C@H](NC(=O)[C@H]1CCCCN1C)C(=O)N(C)[C@H](C(=O)NC12C3C4C1C1C2C3C41C(=O)N[C@@H](Cc1ccccc1)C[C@H](C)C(=O)OC)C(C)C (stereo not given in full) | 85 | 96 | 97 | 102 | 99 | 84 | 97 | 92
NNc1nc2nc(N)nc(N)n2n1 | 110 | 108 | · | 121 | 104 | 107 | 96 | 106
O=C(OCCOc1ccccc1)C(Cl)(Cl)Cl | 102 | 107 | 103 | · | 106 | 99 | 105 | 100
Cc1sc2nc(N3CC4CC(C3)c3cccc(=O)n3C4)[nH]c(=O)c2c1C (stereo not given) | 103 | 101 | 101 | 104 | 103 | 102 | 99 | 99
CCC1CN1 (stereo not given) | 105 | 114 | 102 | · | 106 | 107 | 111 | 100
COc1ccc(-n2c(Sc3sc(N)nc3C)nc3ccc(C)cc3c2=O)cc1 | 94 | · | 94 | 58 | 84 | 84 | 93 | 104
c1ccc2c(c1)ccc1oc3ccc4ccccc4c3c12 | 119 | 83 | 90 | 115 | 103 | 114 | 93 | 104
COc1ccccc1N1CCN(CCc2c[nH]c3cc4c(cc23)OCO4)CC1 | 63 | 78 | 69 | -8.6* | 47 | · | 85 | 75
COc1cc(C=C2C(=O)NC(=O)NC2=O)cc(Cl)c1OCCCCC1CCCCC1 | 90 | 90 | 95 | 76 | 102 | 83 | 82 | 91
CN1CC2C3C=CC(C3)C2C1 (stereo not given) | 100 | 96 | 99 | 108 | 111 | 98 | 108 | 120
CCOC(=O)c1ccccc1C(=O)OCC | 93 | 80 | 103 | 89 | 88 | 99 | 101 | 95
Cc1ccc2oc(=O)c3c(c2c1)OC(N)=C(C(N)=O)C3c1ccc([N+](=O)[O-])cc1 (stereo not given) | · | 95 | 101 | 85 | 100 | 98 | 104 | 103
Cn1c(-c2ccccc2)c(C(C[N+](=O)[O-])c2ccccc2)c2ccccc21 (stereo not given) | 95[7 µM] | 85[7 µM] | 93[7 µM] | 62[7 µM] | 86[7 µM] | 76[7 µM] | 82[7 µM] | 83[7 µM]
NCC(O)c1cccc(O)c1 (stereo not given) | 100&98 | · | 102&99 | 97 | 103&100 | 96&112 | 95&92 | 106&92
CC1=C(CCC=O)C2=C(C)C3(CC3)[C@@](C)(O)C(=O)C2=C1 | -63* | -82* | -57* | -64* | 1.9* | -2.0* | · | -15*
COc1cc2c(cc1OCc1ccccc1)C(CC(C)C)=[N+](C)CC2 | 88 | 69 | 99 | 78 | 56 | 61 | 92 | 73
S=c1[nH]c2ccccc2[nH]1 | 94 | 105 | 97 | 102 | · | 64 | 86 | 106
NNc1ccc([N+](=O)[O-])cc1 | 81 | 88 | 38 | 90 | 51 | 61 | 38 | 29
CN(CCF)/N=N/c1nc[nH]c1C(N)=O | 26 | 76 | 23 | 78 | 25 | 99 | 19 | 21
COC(=O)C1(NC(C)=O)CC2CCCN2C12C(=O)Nc1ccccc12 (stereo not given) | 97 | 96 | 96 | 103 | 111 | 102 | 99 | 101
CC(C)(NC(=O)c1nn(Cc2ccc(F)cc2)c2ccccc12)c1ccccc1 | 90 | 100 | 98 | 80 | 83 | 75 | 83 | 77
O=C(O)c1cc([N+](=O)[O-])cc([N+](=O)[O-])c1 | 86 | 104 | 96 | 88 | 101 | 80 | · | 81
CCOC(=O)NC(C1=NCCS1)P(=O)(OCC)OCC (stereo not given) | 104 | 95 | 113 | 106 | 104 | 97 | 109 | 105
CN(C)CCc1ccccn1 | 94 | 98 | 100 | 99 | 99 | 100 | 95 | 99
CCCCCN(CCCCC)C(C)C(O)c1ccc(Cl)cc1 (stereo not given) | · | 87 | 94 | 57 | 102 | 103 | 101 | 101

Some of the entries so far, as labelled records:
NCC(O)c1cccc(O)c1 (stereo not given)
  HOP-62: 100&98; EKVX: ·; M14: 102&99; HOP-92: 97; RPMI-8226: 103&100; A549/ATCC: 96&112; MOLT-4: 95&92; CCRF-CEM: 106&92

CC1=C(CCC=O)C2=C(C)C3(CC3)[C@@](C)(O)C(=O)C2=C1
  HOP-62: -63*; EKVX: -82*; M14: -57*; HOP-92: -64*; RPMI-8226: 1.9*; A549/ATCC: -2.0*; MOLT-4: ·; CCRF-CEM: -15*

COc1cc2c(cc1OCc1ccccc1)C(CC(C)C)=[N+](C)CC2
  HOP-62: 88; EKVX: 69; M14: 99; HOP-92: 78; RPMI-8226: 56; A549/ATCC: 61; MOLT-4: 92; CCRF-CEM: 73

S=c1[nH]c2ccccc2[nH]1
  HOP-62: 94; EKVX: 105; M14: 97; HOP-92: 102; RPMI-8226: ·; A549/ATCC: 64; MOLT-4: 86; CCRF-CEM: 106

Compound activity: PubChem BioAssay, NCI
